High-throughput results: PubChem, several laboratories
RmlCD inh 1536 – M. tuberculosis RmlC/RmlD inhibition | AID 1533 | P9WH09+P9WH11 | 160,000 tested, 0.03% active | inhibition, % at 3.6 µM | RmlC+RmlD coupled enzyme assay, percent inhibition; primary screen in compound mixtures; in the data active = inhibition mostly above about 34%, no sharp cut-off; inconclusive = no clear call, values can overlap the other calls; inactive = mostly below about 22%; also: some results filed as inactive read as strong as hits
Target sequence (P9WH09 whole entry, looked up): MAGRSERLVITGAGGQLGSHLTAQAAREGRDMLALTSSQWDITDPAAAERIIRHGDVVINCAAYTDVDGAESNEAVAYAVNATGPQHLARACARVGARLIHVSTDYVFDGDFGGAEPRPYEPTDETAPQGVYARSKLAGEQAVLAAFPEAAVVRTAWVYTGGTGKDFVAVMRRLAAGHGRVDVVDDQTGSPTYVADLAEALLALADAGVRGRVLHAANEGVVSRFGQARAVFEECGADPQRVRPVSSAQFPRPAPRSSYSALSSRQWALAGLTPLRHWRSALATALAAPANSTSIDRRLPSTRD
Target sequence (P9WH11 whole entry, looked up): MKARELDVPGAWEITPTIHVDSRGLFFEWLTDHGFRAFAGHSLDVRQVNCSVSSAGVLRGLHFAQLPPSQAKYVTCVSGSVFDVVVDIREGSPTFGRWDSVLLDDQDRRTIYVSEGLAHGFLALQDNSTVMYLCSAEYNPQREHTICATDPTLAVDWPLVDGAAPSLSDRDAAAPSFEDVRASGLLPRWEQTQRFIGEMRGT
M. tuberculosis GlmU – inhibition of mycobacterial GlmU enzyme – biochemical, glucosamine-1-phosphate acetyltransferase (AID 1376); M. tuberculosis GlmU acetyltransferase enzyme assay; higher % means a stronger effect; inhibition, %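 (tested at 30 µM in the primary screen)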, or IC50 in µM where a hit was titrated; 220,000 tested, 0.25% active; in the data active = inhibition above about 13%; inconclusive = no clear call, values can overlap the other calls;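 also: 0% = complete reaction with vehicle and 100% = reaction without substrate; strong numbers were not always called active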
Numbers without * were called inactive; ? = inconclusive; . = no result given. A portion of the library, so the mix of outcomes need not match the whole.

| SMILES | RmlCD inh 1536 | M. tuberculosis GlmU |
| --- | --- | --- |
| Cc1cc(C)c(S(=O)(=O)Nc2cccc(S(=O)(=O)NC3=NCCC3)c2)c(C)c1 | -7 | 4.8% |
| N/C(=N\c1nc(CSc2nnnn2-c2ccccc2)cc(=O)[nH]1)Nc1ccccc1 | 8 | -5.1% |
| Cc1c(C)c2ccc(OCC(=O)N(C)C)c(C)c2oc1=O | 9 | -0.8% |
| CC(=O)CC(c1ccc([N+](=O)[O-])cc1)c1c(O)c2ccccc2oc1=O (stereo not given) | -7 | 1.7% |
| CCOC(=O)c1[nH]c(C)c(CC(C)C)c1C | 10 | -4.0% |
| COCCCn1c(SCc2ccccc2)nc2cc(OC)c(OC)cc2c1=N | . | 0.2% |
| COc1ccc(OCc2nnc3n2N=C(c2ccc(OC)cc2)CS3)cc1 | -6 | -3.4% |
| C=CCn1c(-c2cccc(OC)c2OC)n[nH]c1=S | 20 | -2.3% |
| CC1(C)Cc2nc3oc4c(=O)n(CC(=O)Nc5cccc(Cl)c5)cnc4c3cc2CO1 | 0 | -1.9% |
| COc1ccc(NC(=O)c2cc(-c3ccccc3Cl)no2)cc1 | -10 | 5.3% |
| C=CCn1c(=NC(=O)C2COc3ccccc3O2)sc2cc(S(N)(=O)=O)ccc21 (stereo not given) | -42 | 1.9% |
| Cn1c(=O)oc2cc(S(=O)(=O)NCCC(=O)NC3CCCC3)ccc21 | -11 | 2.0% |
| CCOC(=O)N1CCN(C(=O)c2ccc(NS(C)(=O)=O)cc2)CC1 | -11 | 2.7% |
| Oc1ccc(Nc2nnc(-c3ccc(O)cc3)c3ccccc23)cc1 | 46 | 0.3% |
| COc1ccc(N2CCN(C(=O)CN(CCc3ccccc3)S(C)(=O)=O)CC2)cc1 | 10 | 2.8% |
| Cc1cc(C)nc(NC(=O)/C=C/c2ccccc2Cl)n1 | 9 | 1.8% |
| COc1cccc(CNC(=O)CCC2CCCN(C(=O)c3cscn3)C2)c1 (stereo not given) | 6 | 5.6% |
| COc1ccccc1-n1c(-c2ccc(Cl)cc2)c[nH]c1=S | . | -0.8% |
| CCOC(=O)c1nn(-c2cc(C(=O)OC)cc(C(=O)OC)c2)cc1O | . | 9.8% |
| CCCOc1ccc(NC(=O)OC2CCN(C)CC2)cc1 | . | 7.9% |
| Clc1ccc(-c2nnc(-c3ccccc3)nc2-c2c[nH]c3ccccc23)cc1 | 3 | -2.1% |
| CC(=O)N1C(C)(C)CC(=NOC(=O)c2ccccc2)CC1(C)C | -13 | -9.9% |
| CC(=O)c1ccc(OCC(O)CN2CCN(CCO)CC2)cc1 (stereo not given) | 8 | 0.5% |
| COc1ccc(C(=O)c2nc3ccccc3n2C(C)C)cc1 | 10 | 0.8% |
| NC(=O)COC(=O)c1ccc(C(=O)C(=O)c2ccccc2)cc1 | 4 | -2.7% |
| O=C(CCNC(=O)c1ccccc1Cl)Nc1ccc(Cl)c(C(F)(F)F)c1 | 26 | 3.0% |
| CC1(NC(=O)NCc2ccco2)CCS(=O)(=O)C1 (stereo not given) | -6 | 4.4% |
| O=[N+]([O-])c1cc(Cl)cc(/C=N\Nc2ccccn2)c1O | . | -4.8% |
| COc1ccc(OC)c(C(=O)c2coc3ccc(OCC(=O)O)cc23)c1 | 103 | -2.4% |
| CC(C)N(Cc1ccccc1)C(=S)NCCN1CCOCC1 | . | -0.1% |
| Cc1ccnc(-n2c(-c3ccccc3)nc3ccccc3c2=O)c1 | 1 | -0.6% |
| COc1cc(-c2nnc(SCC(=O)c3ccc(C)cc3)o2)cc(OC)c1OC | . | 0.9% |
| CC(C)(C)OC(=O)NCCc1nnc(SCC(=O)Nc2ccc(Br)cc2)o1 | -6 | 2.9% |
| COc1cccc(C2CC(c3ccccc3Cl)n3nc(N)nc3N2)c1 (stereo not given) | 12 | -0.1% |
| O=C(Nc1c(-c2ccccc2)nc2ccc(Cl)cn12)c1cccs1 | -7 | -1.1% |
| Cc1cc(N/N=C/c2ccc([N+](=O)[O-])o2)nc2ccccc12 | . | 2.2% |

Record cards, as listed above:
COc1ccc(OC)c(C(=O)c2coc3ccc(OCC(=O)O)cc23)c1 as listed: RmlCD inh 1536: 103; M. tuberculosis GlmU: -2.4%
COCCCn1c(SCc2ccccc2)nc2cc(OC)c(OC)cc2c1=N as listed: RmlCD inh 1536: .; M. tuberculosis GlmU: 0.2%
CCOC(=O)c1[nH]c(C)c(CC(C)C)c1C as listed: RmlCD inh 1536: 10; M. tuberculosis GlmU: -4.0%

Individual results from the list.
O=[N+]([O-])c1cc(Cl)cc(/C=N\Nc2ccccn2)c1O @ M. tuberculosis GlmU = -4.8%
NC(=O)COC(=O)c1ccc(C(=O)C(=O)c2ccccc2)cc1 @ RmlCD inh 1536 = 4
CC(C)(C)OC(=O)NCCc1nnc(SCC(=O)Nc2ccc(Br)cc2)o1 @ RmlCD inh 1536 = -6

Additional records
| SMILES | RmlCD inh 1536 | M. tuberculosis GlmU |
| --- | --- | --- |
| CC1=C(C#N)C(c2cccnc2)C2=C(CC(c3ccc(Cl)cc3)CC2=O)N1 (stereo not given) | -3 | 5.7% |
| COc1ccc(OCc2nnc(SCC(N)=O)n2-c2ccccc2OC)cc1 | . | 10% |
| CC1CN(Cc2ccccn2)CCC1=O (stereo not given) | -11 | -0.3% |
| O=C(Nc1cccc(C(F)(F)F)c1)c1ccc(-n2cncn2)nc1 | ? | 1.1% |
| COc1ccc(NC2=Nc3ccccc3CC2)cc1 | 9 | 8.8% |
| Cn1c(=O)c2c(n(Cc3ccccc3)c1=O)NC(=O)C2CC(=O)O (stereo not given) | -2 | 1.8% |
| CCOC(=O)C1(CCc2ccccc2)CCN(Cc2nccn2CC)CC1 | -14 | 1.1% |
| COC(=O)C1=CN(c2cccc(C)c2)C=C(C(=O)OC)C1c1cc(OC)c(O)c([N+](=O)[O-])c1 | -3 | 4.4% |
| CN(C)/C=C1\Cc2ccccc2C1=O | 1 | -6.6% |
| O=C(NC1(C(F)(F)F)NC(=O)N(c2ccccc2)C1=O)c1cccs1 (stereo not given) | 12 | 4.8% |
| Cc1ccc(Nc2c([N+](=O)[O-])cc(C(=O)N3CC(=O)Nc4ccccc43)cc2[N+](=O)[O-])c(C)c1 | . | 0.9% |
| CC1CCCCC1NC(=O)c1ccc(S(=O)(=O)N2CCCC2)cc1 (stereo not given) | 7 | 0.9% |
| CC1=CC2=NC(=O)/C(=C\c3cc(C)n(-c4cccc(Cl)c4)c3C)C(=N)N2O1 | . | 1.3% |
| CCO[C@@H]1OC(C(=O)N2CCOCC2)=C[C@H](c2ccccc2)[C@H]1CCCO | . | 4.2% |
| O=C(c1ccco1)N1CCN=C1SCc1ccc(F)cc1 | 4 | -0.4% |
| COc1cccc(-c2nnc(SCC(=O)Nc3ccc(S(N)(=O)=O)cc3)n2C)c1 | . | 0.5% |
| CCOc1ccccc1OCC(=O)Nc1ccc(Cl)cc1Cl | 29 | 1.5% |
| COc1cc(CNCCN(C)C)c(Br)cc1OCC(=O)NCc1ccccc1 | . | -2.0% |
| COC(=O)/C(=C/c1ccccc1)NC(=O)c1ccco1 | -7 | 4.3% |
| CC(C)CCNC(=O)NC(=O)COc1ncnc2sccc12 | 8 | 0.2% |
| CC1CCN(C(=O)c2ccc(SCc3ccccc3F)c([N+](=O)[O-])c2)CC1 | -7 | -0.8% |
| COc1cc(OC)cc(C(=O)Nc2c(C)nn(-c3ccccc3)c2C)c1 | 12 | -1.7% |
| O=P1(Oc2ccccc2)OCCCS1 (stereo not given) | . | -1.9% |
| COc1cc(CN2CCC(C(=O)N3CCN(c4ccccc4F)CC3)CC2)ccc1O | . | 1.1% |

Fetched by structure from the list above, two records:
| SMILES | RmlCD inh 1536 | M. tuberculosis GlmU |
| --- | --- | --- |
| COc1cccc(-c2nnc(SCC(=O)Nc3ccc(S(N)(=O)=O)cc3)n2C)c1 | . | 0.5% |
| COc1cc(CN2CCC(C(=O)N3CCN(c4ccccc4F)CC3)CC2)ccc1O | . | 1.1% |

New compounds follow:
| mol | RmlCD inh 1536 | M. tuberculosis GlmU |
| --- | --- | --- |
| O=C(COc1cccc(Cl)c1)NNC(=S)Nc1ccccc1 | -3 | 0.3% |
| S=C(Nc1cccc(Cl)c1)Nc1cccc2cnccc12 | 3 | -4.7% |
| COc1ccccc1S(=O)(=O)Cc1ccc(C(=O)N2CCCC2)o1 | -7 | 2.1% |
| CC(c1nccs1)N(C)C(=O)CCc1nnc(-c2ccc(-c3ccccc3)cc2)o1 (stereo not given) | . | 1.8% |
| S=c1[nH]nc(COc2ccccc2)n1/N=C/c1ccco1 | . | 3.6% |
| COc1ccccc1CNC(=O)C1CC(c2ccc([N+](=O)[O-])cc2)=NO1 (stereo not given) | 10 | -4.9% |
| COc1ccc(OC)c(NC(=O)c2ccc3c(=O)n(CCc4ccccc4)c(=S)[nH]c3c2)c1 | 56 | -4.0% |
| COc1ccc(C(=O)C2CCCN(C3CSCCSC3)C2)c(OC)c1 (stereo not given) | -10 | 1.1% |
| O=S(=O)(NCc1cc(-c2ccc(Cl)cc2)no1)c1ccc(Cl)cc1 | . | -1.4% |
| CN(CC(=O)O/N=C(\N)c1ccc([N+](=O)[O-])cc1)S(=O)(=O)c1ccc2ccccc2c1 | 12 | . |
| NC(=O)CSc1nnc(CNc2cccc(Cl)c2)n1CCc1ccccc1 | . | -3.1% |
| Cn1c(=O)c2c(ncn2CC(=O)Nc2nccs2)n(C)c1=O | -1 | -1.1% |
| CCOC(=O)c1cnc(SCCc2ccccc2)nc1N | . | 4.7% |
| COc1cc(NC(=S)N2CCN(C(=O)C3CCCO3)CC2)c(OC)cc1Cl (stereo not given) | -12 | 3.7% |
| CCCn1c(SC(C(=O)Nc2cccc(OC)c2)c2ccccc2)nc2ccccc2c1=O (stereo not given) | . | -5.7% |
| CCOCCCNC(=O)C(c1ccc(Cl)cc1)N1CCN(c2ccccc2)CC1 (stereo not given) | 16 | -8.4% |
| CSc1nnc(NC(=O)c2ccc(S(=O)(=O)N(C)C)cc2)s1 | . | -2.2% |
| CCC(=O)c1ccc(NC(C)=O)cc1O | 7 | -6.8% |
| C#CCSc1nnnn1-c1ccc(OCC)cc1 | -5 | . |
| COc1cc(OC)cc(N(C(=O)CNC(=O)c2cccs2)C(C(=O)NCC2CCCO2)c2ccc(OC)c(OC)c2)c1 (stereo not given) | 32 | 0.6% |
| CCOC(=O)c1c(NC(=O)CSc2cn(CC)c3ccccc23)sc2c1CCC2 | . | -1.1% |
| O=C(CNCc1ccccn1)Nc1cc(S(=O)(=O)N2CCCCC2)ccc1Cl | 8 | -0.7% |
| Clc1ccc(CSc2nnc(CNc3cccc(Cl)c3)o2)cc1 | -6 | . |
| CCC(Oc1ccccc1)C(=O)Nc1ccc(S(=O)(=O)N2CCOCC2)cc1 (stereo not given) | -12 | -1.9% |
| COc1cccc(NC(=O)CSc2nnc(Cn3cnc([N+](=O)[O-])n3)n2C)c1 | -6 | -2.9% |
| COc1cc(C(=O)Nc2cccc(C(C)=O)c2)cc(OC)c1OC | . | -0.6% |
| O=C(CSc1ccc(-c2ccccc2)nn1)NCc1ccco1 | -12 | 5.5% |
| CCOC(=O)c1ccc(NC(=O)Oc2ccccc2)cc1 | -8 | 3.5% |
| O=C(CCSc1ccccn1)Nc1ccc(Br)cc1 | 4 | 1.9% |
| CCOC(=O)C(C)Sc1nnc2n1C(C)(C)Cc1ccccc1-2 (stereo not given) | -5 | 0.5% |
| CCN(CC)c1nc(Nc2ccc(Cl)cc2)nc(OCC#N)n1 | . | 1.7% |
| Cc1cc2oc(C(=O)Nc3c(C)n(C)n(-c4ccccc4)c3=O)c(C)c2cc1Cl | . | 7.0% |
| CC1CCc2sc(C(=O)NN)cc2C1 (stereo not given) | 2 | 10% |
| CCn1cc(C(=O)O)c(=O)c2cc(F)c(N3CCN(C(=S)NC(=O)c4cccc(C)c4)CC3)cc21 | 5 | -2.7% |
| O=C(COC(=O)c1c2c(nc3ccccc13)CCCC2)Nc1ccc2c(c1)OCO2 | 85 | -1.8% |
| CN1/C(=C/C(=O)c2cccs2)Sc2ccccc21 | . | 8.4% |
| COc1ccc(OCC(=O)Nc2ccc(N3CCOCC3)c(Cl)c2)cc1 | -12 | -0.5% |
| Cc1ccc(S(=O)(=O)[N-]c2nc3ccccc3nc2-n2cc[n+](CCC(C)C)c2)cc1 | -8 | 0.5% |
| O=C(Nc1ccc2c(c1)nc1n2CCOC1)c1ccco1 | . | 1.2% |
| Cc1cccn2c(CN(C)CC3Cc4ccccc4O3)c(C(=O)N3CCCCC3)nc12 (stereo not given) | . | -0.9% |
| O=C1/C(=C\c2ccc(O)cc2)SC(=S)N1/N=C/c1ccc(O)cc1 | -10 | 1.2% |
| N#C/C(=C(/O)c1ccccc1F)c1nc2cc(C(F)(F)F)ccc2s1 | . | 1.5% |
| CCC(=O)c1ccc(N2CCN(C(=O)c3ccc(Br)cc3)CC2)c(F)c1 | -8 | -0.7% |
| CC(=O)Nc1ccc(NC(=O)COc2ccccc2C(=O)Nc2cccc(Cl)c2Cl)cc1 | 1 | 4.6% |
| O=C(CNC(=O)Cc1ccccc1)NCC(=O)OCC(=O)c1ccccc1Cl | . | -3.6% |
| O=C(Cn1cnc2c(nnn2-c2ccc(F)cc2)c1=O)NCc1ccco1 | -8 | 2.0% |
| COc1cccc(NC(C)(C)c2nnnn2-c2c(C)cccc2C)c1 | 16 | 7.8% |
| Cc1ccc(C)n1-n1cnc2sc3c(c2c1=O)CCCCC3 | . | -4.4% |
| C=CCn1c(N)c(C(=O)OC(C)(C)C)c2nc3ccccc3nc21 | -9 | . |
| C=C(C)[C@@H]1CCC2(C(=O)O)CC[C@]3(C)[C@H](CC[C@@H]4[C@@]5(C)CCC(=O)C(C)(C)[C@@H]5CC[C@]43C)[C@@H]12 (stereo not given in full) | . | 1.1% |
